Wee1 stabilizer = inhibitors of human Wee1 degradation; reporter increase, % at 5 µM; 1.2% of 220,000 active; P30291; HeLa Luc-Wee1K328M stability, luciferase luminescence; 100% = proteasome inhibitor MG132 effect; AID 1321;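 active means activation above the mean of all tested compounds plus 3 SD, set per screening run, cut at about 8.8% in these data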;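 further: cells exposed to compound for 20 h before luminescence read; 0% = DMSO alone and 100% = MG132 at 30 µM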
Target sequence (P30291 whole entry K328M): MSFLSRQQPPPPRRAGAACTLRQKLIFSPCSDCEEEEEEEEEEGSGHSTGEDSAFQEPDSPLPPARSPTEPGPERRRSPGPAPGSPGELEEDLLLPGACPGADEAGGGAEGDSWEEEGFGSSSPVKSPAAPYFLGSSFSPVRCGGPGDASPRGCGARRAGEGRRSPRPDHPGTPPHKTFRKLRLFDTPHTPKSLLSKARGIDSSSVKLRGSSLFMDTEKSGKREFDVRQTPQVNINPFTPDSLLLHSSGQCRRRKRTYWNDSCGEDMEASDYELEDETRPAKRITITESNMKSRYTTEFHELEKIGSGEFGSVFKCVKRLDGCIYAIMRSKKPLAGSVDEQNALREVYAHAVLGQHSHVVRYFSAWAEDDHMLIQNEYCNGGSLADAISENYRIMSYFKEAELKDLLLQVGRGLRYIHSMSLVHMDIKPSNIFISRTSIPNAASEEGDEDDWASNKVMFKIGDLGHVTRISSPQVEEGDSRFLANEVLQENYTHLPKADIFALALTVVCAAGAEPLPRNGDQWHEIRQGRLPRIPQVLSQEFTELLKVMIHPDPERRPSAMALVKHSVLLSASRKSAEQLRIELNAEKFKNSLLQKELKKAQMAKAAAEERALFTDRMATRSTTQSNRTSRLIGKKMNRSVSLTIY
TRPML3 agonist = human mucolipin-3 channel agonism. HEK293 TRPML3-YFP, Fluo-8 calcium fluorescence; 100% = the carbachol control signal. activation, % at 3 µM. AID 1448. 0.29% of 220,000 active. Q8TDD5;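 active means activation above its plate's cutoff, the mean activation of the plate's test wells plus 3 SD, cut at about 12% in these data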;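 further: 0% = DMSO only wells and 100% = carbachol wells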
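system = HEK293 cells stably carrying human TRPML3-YFP | doses = one concentration, 3 µM nominal, 0.3% DMSO | timing = dye loading 1 h 37 °C then 30 min ambient, 125 s read | detection = Fluo-8 calcium dye fluorescence, ex 470-495, em 515-575 nm | benchmarks = high control carbachol 87 µM, low control DMSO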
TNF necrop inh = inhibitors of TNF-alpha induced necroptosis in Jurkat FADD-/- cells | 0.068% of 220,000 active | activation (protection from cell death), % at 10 µM | AID 463075 | Jurkat FADD-/- TNF necroptosis rescue, ATP luminescence, 24 h; 0 = TNF only, 100 = no-TNF cells;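 active means activation, meaning protection from cell death, of at least 50% relative to plate controls; inactive means activation below 50%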;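 further: necroptosis triggered by 40 ng/mL TNF-alpha added together with compound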
RBBP9 inhibitor = inhibitors of human serine hydrolase RBBP9. recombinant RBBP9, FP-Rh probe fluorescence polarization. inhibition, % at 7.94 µM. 0.2% of 220,000 active. AID 1515;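 active means inhibition above the campaign mean of all tested compounds plus 3 SD, cut at about 14% in these data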;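 further: plate controls were DMSO wells with RBBP9 for no effect and wells lacking RBBP9 protein for full effect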
Target sequence (O75884 whole entry, looked up): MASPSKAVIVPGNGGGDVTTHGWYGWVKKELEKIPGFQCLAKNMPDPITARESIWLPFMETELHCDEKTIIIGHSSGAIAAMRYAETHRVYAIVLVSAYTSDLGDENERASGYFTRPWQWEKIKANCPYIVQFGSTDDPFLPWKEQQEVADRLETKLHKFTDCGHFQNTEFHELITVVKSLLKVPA
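Test system: recombinant human RBBP9. Quantity: 2.5 µM RBBP9 dispensing solution, before mixing. Detection: FP readout at 525/598 nm. Reagent: Serine-hydrolase probe FP-Rh, 375 nM pre-mixing. Measure: % inhibition. Control set: DMSO-treated enzyme wells and wells lacking RBBP9. Buffer or medium: Tris-NaCl-Pluronic buffer, pH 8.0. Times: preincubation 30 min plus labeling 45 min at 25 °C.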
Ba/F3 V617F tox = reduce viability of Ba/F3 cells dependent on JAK2V617F | Ba/F3 EpoR-JAK2V617F viability, ATP luminescence | inhibition, % at 5.6 µM | 1.1% of 220,000 active | AID 1446;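 active means inhibition above the campaign mean plus 3 SD over all tested compounds, cut at about 24% in these data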;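 further: cytokine-independent growth of Ba/F3 cells driven by EpoR plus mutant JAK2; 0% = DMSO-treated cells and 100% = JAK inhibitor I control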
TRPN1 ag = zebrafish TRPN1 (NompC) channel agonism; HEK293 zebrafish TRPN1-YFP, Fluo-8 calcium fluorescence; 100% = response to 87 µM carbachol; activation, % at 3 µM; 0.18% of 220,000 active; AID 1424;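 active means activation above its plate's cutoff, the mean activation of test wells on that plate plus 3 SD, cut at about 19% in these data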;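 further: 0% = DMSO alone and 100% = 87 µM carbachol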
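Assay system: Zebrafish TRPN1-YFP in HEK293 cells | Incubation: Dye loading 1 h at 37 °C, then 30 min room temperature | Measured by: Kinetic Fluo-8 fluorescence, ex 470-495, em 515-575 nm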
PPC-1+TRAIL kill = kills PPC-1 cancer cells in the presence of TRAIL; PPC-1 cells + TRAIL, ATPLite viability luminescence; cell killing (% activity), % at 4 µM; 0.41% of 220,000 active; AID 1443;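 active means cell killing above 50% in the first pass at 4 µM, then a duplicate retest at 5 µM averaging 50% or more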;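 further: plate controls were cells with TRAIL plus DMSO for no effect and medium-only wells lacking cells for full effect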
CHOP inh = CHOP inhibition in unfolded protein response. AID 2732. CHO-K1 CHOP-promoter luciferase, tunicamycin-induced, 15-18 h. 3.8% of 220,000 active. inhibition, % at 10 µM;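 active means compounds that reduced the stress-induced luciferase reporter signal by more than about 70% of percent inhibition, limit read from the data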;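 further: 0% = tunicamycin plus vehicle and 100% = wells without tunicamycin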
BaF3 parental = parental Ba/F3 viability inhibition as JAK2V617F counter-screen; CellTiter-Glo ATP luminescence; inhibition, % at 5.6 µM; 1.1% of 220,000 active; AID 1486;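 active means inhibition above a per-campaign cutoff, the mean inhibition of all tested compounds plus 3 SD, cut at about 27% in these data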;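 further: 0% = DMSO wells and 100% = JAK Inhibitor I control wells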
* = called active by the depositor; x = no result given; [ ] = remark or other dose.

SMILES	Wee1 stabilizer	TRPML3 agonist	TNF necrop inh	RBBP9 inhibitor	Ba/F3 V617F tox	TRPN1 ag	PPC-1+TRAIL kill	CHOP inh	BaF3 parental
CC(C)OCCCN1C(=O)c2[nH]nc(-c3ccccc3O)c2C1c1cccc(Cl)c1 (stereo not given)	1.2	0.0	-1.4	-11.1	3.9	-1.1	19.4	94.5*	4.8
COc1cc(NC(=O)c2cccc([N+](=O)[O-])c2)ccc1NC(=O)c1ccco1	2.4	0.4	0.2	-11.9	4.2	0.7	3.6	-4.4	4.4
O=C(O)c1ccc(NS(=O)(=O)c2cccc3nsnc23)cc1	-3.7	0.6	-1.9	-7.7	-0.5	0.5	4.8	17.1	1.0
COC(=O)c1ccccc1NC(=O)C(C)c1ccc([N+](=O)[O-])cc1 (stereo not given)	-3.8	0.8	-0.6	-3.6	3.9	-0.1	3.4	2.5	10.8
CSc1ccc(/C=C(\NC(=O)c2ccccc2)C(=O)NN)cc1	-1.9	0.5	1.9	-9.5	-7.4	0.9	13.6	4.1	-0.5
c1ccc2c(-c3nc(C4CCCCC4)no3)cc(-c3ccncc3)nc2c1	5.6	0.9	-4.7	3.7	0.6	1.3	11.0	33.4	3.8
C=CCn1c(SCC(=O)Nc2ccc(N(C)C)cc2)nnc1-c1cccc(C)c1	1.6	-0.8	0.6	-6.0	-2.7	-0.8	7.0	26.9	4.6
CCc1cc(=O)oc2cc(C)c3c(C)coc3c12	1.7	0.5	-2.4	-3.1	-1.0	-0.9	-5.5	13.1	-1.0
CCCSc1nc(O)c(C2OC(=O)c3c2ccc(OC)c3OC)c(=O)n1-c1ccccc1 (stereo not given)	-1.0	-0.5	0.9	-5.2	-4.7	-0.8	5.0	-6.8	-2.2
CCn1c(Sc2nc(C)nc3scc(-c4cccs4)c23)n[nH]c1=O	-3.6	-1.7	-15.6	-0.6	-0.4	-0.2	-8.9	1.9	0.1
O=C(CCl)N1CCN2C(=O)c3ccccc3C12c1ccc(Cl)cc1 (stereo not given)	-0.5	1.0	-14.7	-5.3	1.2	-1.0	4.4	105.4*	9.1
CC(C)(C)OC(=O)N/N=C\C=C\c1ccc2c(c1)OCO2	4.2	0.7	2.2	-3.0	3.4	2.6	40.4	-4.5	8.9
COc1ccc(CNC(=O)c2c(C)oc3c2C(=O)c2ccccc2C3=O)cc1	-2.3	0.6	-17.2	-6.8	2.6	1.1	58.7*[5 µM]	-21.0	4.5
CCC(=O)NC(c1ccc([N+](=O)[O-])cc1)c1c(O)ccc2ccccc12 (stereo not given)	0.9	0.1	-6.3	-7.2	1.0	3.8	1.0	19.6	3.6
CC(/C=N/NC(=O)c1cc(C2CC2)[nH]n1)=C\c1ccccc1	-1.7	-1.3	0.1	-6.2	1.2	-0.1	11.9	-3.9	4.8
COc1ccc(-c2nnc(SCC(=O)Nc3nncs3)o2)cc1	0.4	0.7	1.8	0.3	-1.8	1.8	27.0	46.0	1.9
CN(C)C(=S)Nc1ccc2c(c1)OCCO2	-3.0	0.9	0.5	-5.3	-4.6	1.2	-0.5	4.5	-3.5
COc1ccc(N2CC(C(=O)Nc3nnc(SCc4ccccn4)s3)CC2=O)cc1 (stereo not given)	0.8	0.1	1.4	-1.3	-1.3	-0.2	-8.9	-0.5	5.1
CN(C)c1ccc(CNc2ncc(Br)cc2Br)cc1	-0.6	0.4	-1.0	-8.4	2.6	0.3	5.8	31.2	1.3
CC1=Nc2ccc3ccccc3c2C1(C)C	-0.1	2.2	0.1	-4.5	-0.1	4.8	30.4	-5.2	4.9
CCOC(=O)C(=Cc1ccccc1OC)C(=O)OCC	-4.0	0.4	-2.4	0.6	-2.5	-1.9	2.7	-82.3	-1.7
Cc1ccc2[nH]c(=O)c(CN(Cc3ccc4c(c3)OCO4)Cc3nnnn3Cc3ccco3)cc2c1	-2.0	0.1	-0.9	-12.7	0.7	0.6	13.4	9.6	6.6
Cn1cc(C(=O)Nc2cccc(F)c2)cn1	-0.7	1.0	-1.2	-3.5	-0.2	1.1	11.8	23.6	1.6
CCc1nnc2cccc(Cl)n12	-0.1	1.1	-0.4	-4.6	0.5	1.8	4.9	-11.1	3.9
COc1ccccc1N(CC(=O)NC1CCCCC1)S(C)(=O)=O	-1.8	0.2	2.0	7.2	2.8	0.7	4.3	-2.4	5.5
More entries follow.
SMILES	Wee1 stabilizer	TRPML3 agonist	TNF necrop inh	RBBP9 inhibitor	Ba/F3 V617F tox	TRPN1 ag	PPC-1+TRAIL kill	CHOP inh	BaF3 parental
Cc1cc(OCc2ccc(C(=O)NN=C3CCCC3)cc2)ccc1Cl	2.7	0.6	0.9	-3.6	-2.0	2.1	30.6	34.5	7.4
CCC1(C)Cc2[nH]c(=O)c(C#N)cc2CO1 (stereo not given)	-2.9	1.1	-0.4	2.5	-0.8	-0.1	-0.2	9.7	3.5
Cc1ccc(-n2c(Cl)c(Cl)nc(Cl)c2=O)cc1	4.1	5.8	-9.7	-7.0	96.3*	0.1	-9.1	109.8*	57.8*
CCn1c(O)c(N=NC(=O)Cn2ccc(C(F)(F)F)n2)c2ccccc21	2.8	-0.3	1.0	-9.5	2.2	-1.7	39.9	26.6	4.2
CCCCCCCC[n+]1cccc2c3ccccc3ccc21	-3.1	4.1	-8.3	-5.1	99.9*	6.9	44.4	47.3	85.0*
Nc1nc(N)c(N=Nc2ccc(C(=O)O)cc2)c(N)n1	-0.8	1.3	7.1	-4.5	-4.8	0.0	5.5	6.2	3.9
O=C(NCc1ccc2[nH]c3c(c2c1)CCCC3)N1CCOCC1	1.5	0.5	2.2	-3.4	-2.2	0.6	-11.5	27.4	2.3
COCCn1c(SCc2ccccc2F)nc2ccccc2c1=O	-1.0	-0.9	-0.8	-0.3	1.9	-3.2	12.4	18.2	2.0
O=C(CCNC(=O)c1ccccc1Cl)Nc1cc(S(=O)(=O)N2CCOCC2)ccc1N1CCCC1	-3.0	0.3	2.6	-4.4	-5.2	1.1	23.5	-19.1	-2.6
CCn1c(=O)c2cc(C(=O)N(C)c3cc(C)ccc3OC)sc2c2ccccc21	-2.8	-0.7	-1.9	-8.7	2.3	-0.2	20.0	35.7	0.5
COc1c(S(=O)(=O)N2CCCCC2)ccc2c(S(=O)(=O)N3CCCCC3)cccc12	-1.1	1.0	-8.2	-1.9	-3.1	-0.7	x	x	1.5
COc1ccc(NS(=O)(=O)c2cc(C(=O)N3CCN(C(C)=O)CC3)ccc2Cl)cc1	-3.0	-0.2	1.4	2.2	-1.3	-0.9	7.5	19.1	6.7
O=C(O)c1ccc(N2C(=O)/C(=C/C=C/c3ccccc3)SC2=S)cc1	-3.7	0.8	-2.7	-8.7	-0.8	1.7	-8.9	-5.4	5.0
COc1cc(OC)c(C(=O)NCCCN2CCOCC2)cc1OC	-2.8	0.9	1.0	-0.4	1.3	-0.5	-10.1	-6.9	6.8
C#CCOCCOCCOCCNc1nc(N2CCN(C(=O)C(Cc3cc4ccccc4[nH]3)n3cc(C(N)C(C)CC)nn3)CC2)nc(N2CCN(C(=O)C(Cc3cc4ccccc4[nH]3)n3cc(C(N)C(C)CC)nn3)CC2)n1 (stereo not given)	0.4	-0.6	1.9	1.3	1.0	-1.3	19.5	6.8	0.8
CCOCCCN1C(=O)C(O)=C(C(C)=O)C1c1cccs1 (stereo not given)	-0.1	0.5	0.1	-2.9	-3.8	-0.3	x	15.7	-0.6
Clc1ccc(-n2nnnc2CN2CCOCC2)cc1Cl	0.3	0.4	-1.6	-12.5	3.4	0.8	10.2	10.4	4.0
Cc1ccn2cc(CCNS(=O)(=O)c3ccc([N+](=O)[O-])cc3)nc2c1	-4.4	0.3	1.0	-6.1	0.5	-0.6	25.0	4.3	-2.3
CCCCNC(=O)C1CCCNC1=O (stereo not given)	-3.1	1.1	0.5	6.4	-2.8	0.8	14.3	14.2	3.6
COc1ccc2c(C)cc(SCC(=O)Nc3nsc(-c4ccc(C)cc4)n3)nc2c1	3.4	0.6	4.7	-7.3	-0.7	-1.1	-22.8	27.8	3.0
c1csc(-c2nnc(-c3ccc(N4CCOCC4)cc3)o2)c1	2.6	0.9	-3.4	-4.1	-3.2	0.2	46.0[5 µM]	-22.3	3.4
O=C(c1sccc1Cl)N1CCN(Cc2ccc3c(c2)OCO3)CC1	0.2	1.1	4.5	-4.0	8.5	5.0	-8.8	31.3	-0.5
Cn1cnnc1SCC(=O)Nc1cccc(S(=O)(=O)N2CCOCC2)c1	-2.4	0.3	0.9	7.5	-4.8	-0.9	9.5	11.3	0.4
CCN(CC)CCNC(=O)c1ccc2c(c1)ncn2C1CCCCC1	-0.8	0.7	-0.3	-9.3	-3.7	1.4	-6.0	45.0	-1.7
COC(=O)c1ccc(NC(=O)Nc2ccc(F)cc2)cc1	-0.6	10.6	3.4	-5.7	0.3	11.3	27.1	39.5	7.5

Three of the entries above in order of their number in TRPML3 agonist, descending:
| smiles | TRPML3 agonist |
| --- | --- |
| O=C(c1sccc1Cl)N1CCN(Cc2ccc3c(c2)OCO3)CC1 | 1.1 |
| c1csc(-c2nnc(-c3ccc(N4CCOCC4)cc3)o2)c1 | 0.9 |
| CCN(CC)CCNC(=O)c1ccc2c(c1)ncn2C1CCCCC1 | 0.7 |

Next compounds:
SMILES	Wee1 stabilizer	TRPML3 agonist	TNF necrop inh	RBBP9 inhibitor	Ba/F3 V617F tox	TRPN1 ag	PPC-1+TRAIL kill	CHOP inh	BaF3 parental
COc1ccc(Br)cc1C(=O)Nc1ccccc1-c1ccccc1	0.7	0.3	1.6	-10.1	0.7	-0.2	18.3	-30.3	6.9
CCS(=O)(=O)Nc1ccc(-c2nnc(SCC(=O)OC)o2)cc1	4.6	1.1	-3.0	-4.5	-3.3	1.3	15.0	12.4	1.4
CN(C)c1ccc(NC(=O)Cn2cc3c(n2)CCCC3)cc1	1.0	-0.3	-2.6	-0.9	-1.3	0.8	2.1	3.6	6.0
Cc1ccc(/C=C2\SC(N3CCN(C(c4ccccc4)c4ccccc4)CC3)=NC2=O)o1	2.5	0.1	1.4	-2.4	-4.1	-0.8	38.1	68.6	6.3
Cc1ccc(SCC2(O)CCN(S(=O)(=O)c3ccc(Cl)cc3)CC2)cc1	6.1	0.3	-6.7	-4.3	5.3	1.2	-16.3	81.4*	14.0
O=C(O)c1cnn(-c2ccccc2)c1C(F)(F)F	2.5	0.4	0.1	-10.4	1.1	-0.2	7.3	2.2	5.0
COc1ccc(C)cc1NC(=S)N1CCN(S(C)(=O)=O)CC1	2.4	0.6	1.1	0.7	-0.2	1.4	25.4	-1.4	-0.2
Cc1ccc(N2C(=O)[C@@H]3[C@H](C2=O)[C@H]2C=CC=NN2[C@@H]3C(=O)Nc2ccc(Cl)cc2)cc1	-0.7	-0.2	-4.6	-8.2	0.2	-0.4	16.7	-0.3	4.6

Bioassay records (PubChem BioAssay)
